# Bioassay records (PubChem BioAssay)
# Mcl1-Noxa inh – disrupts binding of human Mcl-1 to Noxa peptide. hit rate 1.5% among 220,000. AID 1022. TR-FRET Mcl-1/Noxa peptide binding, 2 h. Q07820. inhibition, % at 21.7 µM;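 active = compounds that cut the protein-peptide binding signal by more than 50% relative to plate controls in a single-dose test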;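 note: His-tagged Mcl-1 with rhodamine Noxa BH3 peptide and terbium anti-His antibody; 0% = Mcl-1 plus Noxa peptide wells and 100% = peptide-only wells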
# Rac1 wt GTP bind – alters GTP binding to wildtype human Rac1 | GST-Rac1 beads, fluorescent GTP binding, flow cytometry; actives lie on both sides; 0 = cold GTP competed, 100 = untreated | hit rate 0.27% among 190,000 | GTP binding activity (% of control), % at 10 µM | AID 757 | P63000;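 active = GTP binding activity at least 20 points away from the 100% control level, either lower or higher; inconclusive = compound flagged as likely green fluorescent, judged across all proteins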
# Cdc42 wt GTP – changes GTP binding to wildtype human Cdc42. P60953. GST-Cdc42 beads, Bodipy-GTP binding, flow cytometry; actives lie on both sides. percent activity (GTP binding), % at 10 µM. hit rate 0.2% among 190,000. AID 761;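 active = percent activity GTP binding at least 20 points away from the 100% baseline, either down as inhibitor or up as activator; inconclusive = compound flagged as likely green fluorescent from well-wide comparison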;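 note: median bead fluorescence of bound Bodipy-FL-GTP at 100 nM; 0% = excess unlabeled GTP control and 100% = no compound control; below 100% means less GTP binding so inhibitor and above means activator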
# Target sequence (P60953 whole entry, looked up): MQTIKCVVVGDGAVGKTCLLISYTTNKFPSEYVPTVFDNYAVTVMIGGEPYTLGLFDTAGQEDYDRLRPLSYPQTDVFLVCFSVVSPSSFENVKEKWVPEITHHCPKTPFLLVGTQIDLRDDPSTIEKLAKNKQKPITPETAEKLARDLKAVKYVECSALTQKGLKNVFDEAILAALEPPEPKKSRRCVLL
# Rab2 wt GTP – changes GTP binding to wildtype dog Rab2A, up or down. hit rate 0.19% among 190,000. GTP binding activity, % at 10 µM. GST-Rab2 wt beads, Bodipy-GTP binding, flow cytometry. P61105;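 active = GTP binding activity at least 20 points away from 100%, either lowered or raised; inconclusive = signal likely due to the compound's own green fluorescence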;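 note: 0% = beads with excess unlabeled GTP and 100% = no-compound control corrected for plate trend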
# Bim-Mcl-1 – disrupts Bim peptide binding to human Mcl-1 | inhibition, % at 10 µM | hit rate 0.1% among 190,000 | AID 1009 | Bead-based flow cytometry, Bim peptide-Mcl-1 binding; in the data active = inhibition above about 40%;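 note: 0% = no compound tracer wells and 100% = peptide blocker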
# Rac1 mut GTP – modulators of GTP binding to human Rac1 activated mutant | hit rate 0.11% among 190,000 | AID 764 | GST-Rac1 activated beads, fluorescent GTP binding, flow cytometry; actives lie on both sides; 100% means binding = to untreated wells | percent activity (GTP binding), % at 10 µM;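 active = GTP binding at least 20 percentage points away from the 100% baseline, in either direction, so actives lie on both sides; inconclusive = Compound likely fluorescent itself, or too few beads counted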
# RGS8-Gao reg – human RGS8-Galphao interaction regulation; hit rate 0.34% among 220,000; AID 1423; P09471; multiplexed bead flow cytometry, RGS8-Galphao binding; actives lie on both sides; response (percent of control binding), % at 10 µM; in the data active = response below about 60% or above about 140%; inactive = in between;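 note: Galphao activated as the GDP aluminium fluoride complex binding bead-coupled RGS8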
# Target sequence (P09471 whole entry, looked up): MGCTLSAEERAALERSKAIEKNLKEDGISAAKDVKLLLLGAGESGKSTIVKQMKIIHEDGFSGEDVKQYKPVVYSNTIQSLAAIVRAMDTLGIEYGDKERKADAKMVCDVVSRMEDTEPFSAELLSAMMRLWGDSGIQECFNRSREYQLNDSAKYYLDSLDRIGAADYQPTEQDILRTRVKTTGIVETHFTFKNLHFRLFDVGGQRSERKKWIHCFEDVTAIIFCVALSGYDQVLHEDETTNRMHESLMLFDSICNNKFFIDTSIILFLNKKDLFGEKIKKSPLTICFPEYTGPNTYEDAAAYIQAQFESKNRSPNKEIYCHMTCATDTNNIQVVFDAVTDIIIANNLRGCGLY
# HRas wt GTP – human HRas wildtype GTP binding, change in either direction; P01112; GST-Ras wt beads, Bodipy-FL-GTP binding, flow cytometry; actives lie on both sides; GTP binding activity, % at 10 µM; hit rate 0.14% among 190,000;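 active = GTP binding activity at least 20% away from the 100% baseline, either lowered as inhibitor or raised as activator; inconclusive = flagged as likely green fluorescent, judged across all proteins in the well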;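 note: 0% = unlabeled GTP competition control and 100% = no-compound control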
# Target sequence (P01112 whole entry, looked up): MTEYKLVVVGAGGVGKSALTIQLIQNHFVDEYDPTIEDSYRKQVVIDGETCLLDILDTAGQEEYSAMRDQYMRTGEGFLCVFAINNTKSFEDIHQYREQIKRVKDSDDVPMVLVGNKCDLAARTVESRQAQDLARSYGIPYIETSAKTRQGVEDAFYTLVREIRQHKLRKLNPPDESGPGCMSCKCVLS
# Mcl1-Bid inh – disrupts binding of human Mcl-1 to Bid peptide | Q07820 | TR-FRET Mcl-1/Bid-Dy647 peptide binding, 1536-well | inhibition, % at 21.7 µM | hit rate 0.97% among 220,000;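 active = compounds that cut the binding signal by more than half at the single screening dose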;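 note: His-tagged Mcl-1 with europium anti-His antibody binding Bid BH3 peptide; 0% = Mcl-1 plus peptide wells and 100% = peptide-only wells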
# Rab7 wt GTP bind – alters GTP binding to wildtype dog Rab7. GST-Rab7 beads, fluorescent GTP binding, flow cytometry; actives lie on both sides; untreated = 100%, excess cold GTP = 0%. GTP binding activity (percent of control), % at 10 µM. hit rate 0.055% among 190,000. AID 758;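 active = fluorescent GTP binding to Rab7 beads changed by at least 20 points from the 100% baseline, either direction, mostly lower; inconclusive = compound itself probably fluorescent, or too few beads counted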;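 note: median green fluorescence of bound Bodipy-FL-GTP per Rab7 bead population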
# Pf gamet viab – P. falciparum stage V gametocyte viability inhibition; P. falciparum stage V gametocytes, ATP luminescence, 24 h; inhibition, % at 10.9 µM; hit rate 0.065% among 150,000; AID 743093;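 active = inhibition above the mean plus 3 SD of compounds within the control limits, set per campaign, cut at about 38% in these data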;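 note: 0% = DMSO wells and 100% = medium only without gametocytes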
# Active calls of the source: *; ? = inconclusive; . = no result given. This is a random part of the collection. Share with any hit: about 2.9%.
item	compound	Mcl1-Noxa inh	Rac1 wt GTP bind	Cdc42 wt GTP	Rab2 wt GTP	Bim-Mcl-1	Rac1 mut GTP	RGS8-Gao reg	HRas wt GTP	Mcl1-Bid inh	Rab7 wt GTP bind	Pf gamet viab
1	CCCOc1ccccc1C(=O)NCCCC(=O)O	3.3	105.0	98.0	99.0	0.0	98.0	99.4	98.0	-32.8	99.0	15.6
2	CNc1c([N+](=O)[O-])cnn1-c1ccccc1Cl	11.3	97.0	97.0	96.0	-2.0	97.0	101.9	97.0	-15.3	101.0	-31.6
3	COc1ccc(CN2CCC(C(=O)N(C)CCc3ccc(OC)c(OC)c3)CC2)c(OC)c1	22.3	103.0	103.0	100.0	2.0	99.0	97.8	98.0	14.1	96.0	.
4	CCCCCCCCCCn1cc(C(C)=O)c(=O)[nH]c1=O	-18.5	100.0	97.0	97.0	-3.0	96.0	100.7	99.0	-32.3	97.0	.
5	C=CCNC(=S)Nc1ccc2nsnc2c1	13.2	105.0	101.0	100.0	-6.0	102.0	101.3	100.0	-58.5	100.0	-24.8
6	CC(=O)c1c(C)[nH]c(C(=O)COC(=O)C2CC2)c1C	14.7	100.0	99.0	100.0	-1.0	94.0	98.3	102.0	-18.6	106.0	32.1
7	CC(C)(C)c1ccc(-c2n[nH]c(=S)n2/N=C/c2ccncc2)cc1	19.1	100.0	97.0	99.0	-4.0	98.0	113.0	103.0	-71.6	99.0	-13.0
8	O=C(CSc1nnc(-c2ccc(F)cc2)o1)Nc1ccc(S(=O)(=O)N2CCCCCC2)cc1	19.4	105.0	103.0	103.0	-3.0	101.0	98.8	103.0	-5.5	104.0	.
9	COc1ccc(-c2cc(-c3nnc(COC(=O)CC4CCCC4)o3)c3ccccc3n2)cc1OC	14.6	103.0	100.0	98.0	8.0	100.0	96.7	98.0	-3.1	97.0	-36.5
10	CS(=O)(=O)NNC(=O)c1cc2cc3ccccc3nc2s1	15.5	97.0	96.0	94.0	0.0	94.0	100.5	94.0	-8.7	94.0	9.3
11	CCN(Cc1ccccc1)C(c1ccc(C)cc1)c1nnnn1C(C)(C)CC (stereo not given)	-19.8	101.0	102.0	103.0	2.0	100.0	101.9	104.0	-6.7	93.0	.
12	CC1=C(C(=O)N2CCOCC2)C(c2ccccc2F)C2=C(CC(C)(C)CC2=O)N1 (stereo not given)	-4.5	?	?	?	-1.0	?	100.2	?	-37.6	?	-5.0
13	COc1ccc2oc(=O)c(C(=O)N3CCN(c4ccc(F)cc4)CC3)cc2c1	4.2	105.0	103.0	101.0	-1.0	99.0	103.3	101.0	-23.7	100.0	.
14	Cc1ccc(NC(=O)CCNCc2ccco2)cc1S(=O)(=O)N(C)C	42.4	102.0	100.0	101.0	-5.0	98.0	108.8	103.0	31.8	102.0	.
15	Cc1nc2c(C(=O)NCc3ccc4c(c3)OCO4)c[nH]n2c(=O)c1Cc1ccccc1F	-77.1	102.0	104.0	100.0	-1.0	99.0	100.1	101.0	-29.9	99.0	.
16	Cc1ccc(OCC(=O)NCC(=O)Nc2ccc(F)cc2)c([N+](=O)[O-])n1	6.2	101.0	100.0	99.0	-4.0	100.0	98.2	99.0	-4.7	98.0	-2.1
17	COCCNC(=O)C(C)OC(=O)c1cc2sccc2n1C (stereo not given)	3.9	107.0	106.0	101.0	0.0	98.0	100.2	103.0	-7.8	102.0	-45.2
18	COc1ccc(CC(=O)N2CCN(c3ccccn3)CC2)cc1OC	0.9	105.0	104.0	101.0	0.0	100.0	100.1	101.0	-3.1	99.0	.
19	CNC(=S)N/N=C(\C)c1ccc(Cl)c(Cl)c1	11.3	99.0	95.0	97.0	-2.0	96.0	98.9	99.0	-18.2	107.0	-0.8
20	O=[N+]([O-])c1ccc(C2OCCO2)cc1CS(=O)(=O)c1ccccc1	5.3	99.0	98.0	97.0	0.0	98.0	99.5	98.0	2.6	91.0	-9.5
21	O=C(Nc1ccccc1)C1CCN(c2nccs2)CC1	15.2	104.0	101.0	101.0	-1.0	101.0	103.3	100.0	-13.1	103.0	.
22	Cc1ccc(SC(C)C(=O)NC(N)=O)c(C)c1 (stereo not given)	7.9	96.0	93.0	96.0	0.0	98.0	104.3	92.0	-9.0	95.0	5.2
23	Cc1nc(SCC(=O)NNC(=O)c2cccs2)[nH]c(=O)c1C	6.6	99.0	99.0	99.0	-1.0	95.0	102.2	97.0	-1.3	103.0	2.2
24	O=C(c1cccc(Cl)c1)N1CCC(N2CCC(C(=O)N3CCOCC3)CC2)CC1	2.8	97.0	96.0	102.0	-1.0	96.0	101.6	97.0	-27.3	104.0	-3.7
25	O=C(O)CCC(=O)Nc1ccc(C(=O)OCC(=O)c2ccc(Cl)cc2)cc1	3.8	97.0	96.0	96.0	-2.0	93.0	103.9	97.0	5.9	100.0	.
26	CCOC(=O)C1=C(c2ccccc2)OC(N)=C(C#N)C1c1cccnc1 (stereo not given)	5.8	90.0	93.0	92.0	0.0	92.0	104.2	90.0	-14.8	90.0	-15.9
27	O=[N+]([O-])c1ccc(Oc2ccc(S(=O)(=O)N3CCCCC3)cc2)cc1	6.8	101.0	98.0	104.0	-3.0	102.0	92.5	103.0	-2.2	100.0	10.2
28	Cc1cc(N2CCOCC2)c2c(N)c(Br)cc(C)c2n1	4.9	101.0	100.0	98.0	-1.0	98.0	102.9	98.0	-27.1	96.0	-9.9
29	O=C(CSc1nnc(-c2ccco2)o1)NCC(=O)c1ccccc1	-2.8	99.0	101.0	104.0	-4.0	99.0	114.7	101.0	-4.4	106.0	.
30	O=C(Cc1ccccc1[N+](=O)[O-])N1CCN(c2ccccc2F)CC1	-4.7	107.0	104.0	101.0	-5.0	101.0	99.9	102.0	-5.6	102.0	.
31	CCOC(=O)CC1(C)NC(=O)c2c(C)sc(C(=O)OCC)c2N1 (stereo not given)	5.5	94.0	97.0	94.0	0.0	94.0	101.4	96.0	-1.8	96.0	.
32	CCc1ccc(S(=O)(=O)NCc2cn3cccc(C)c3n2)s1	-1.1	103.0	105.0	103.0	-1.0	101.0	103.2	103.0	-25.8	104.0	.
33	Cc1ccc2c(c1Br)/C(=N/N1C(=O)c3ccccc3C1=O)C(=O)N2	31.1	100.0	101.0	103.0	1.0	100.0	93.0	102.0	2.4	104.0	.
34	Cc1cc(NC(=O)CCCC(=O)NCc2ccccc2)no1	23.4	99.0	99.0	99.0	11.0	97.0	99.9	99.0	-40.3	103.0	9.2
35	C=CCS(=O)(=O)N1CCCC(C(=O)c2cccc(Cl)c2)C1 (stereo not given)	5.6	100.0	102.0	99.0	4.0	99.0	101.2	99.0	-4.2	101.0	11.1
36	N#Cc1nc(-c2ccc(OCc3ccc(Cl)cc3)cc2)oc1NCCCn1ccnc1	26.1	103.0	101.0	100.0	-6.0	98.0	99.5	100.0	2.5	101.0	.
37	CCOC(=O)c1c(NC(=O)CSc2ncn[nH]2)sc(C)c1C	10.7	102.0	99.0	100.0	-2.0	97.0	100.4	98.0	-21.1	96.0	-37.8
38	Cc1ccc(-c2oc3ccccc3c(=O)c2O)cc1	-4.2	102.0	100.0	96.0	-1.0	100.0	99.9	99.0	8.6	98.0	.
39	C/C(=N\NS(=O)(=O)c1ccc(Cl)cc1)c1ccc(O)cc1	2.5	110.0	102.0	100.0	-1.0	97.0	101.3	104.0	-22.1	105.0	-10.9
40	CCOc1ccc2nc(NC(=O)c3cnccn3)sc2c1	13.5	100.0	99.0	97.0	-3.0	98.0	95.2	99.0	-22.8	95.0	.
41	O=C(NCc1cccs1)C1CC(c2ccc(F)cc2)=NO1 (stereo not given)	14.6	101.0	98.0	96.0	0.0	97.0	99.0	98.0	-3.5	103.0	-1.4
42	Cc1cccc(-c2nc(CS(=O)CC(=O)N3CCCCC3)c(C)o2)c1 (stereo not given)	2.9	104.0	104.0	100.0	0.0	101.0	95.2	100.0	-15.3	100.0	.
43	COc1ccc(N2C(=O)CCC2(C(N)=O)c2ccccc2)cc1 (stereo not given)	17.3	104.0	100.0	103.0	0.0	95.0	109.9	101.0	-7.2	106.0	.
44	CCN(CC)c1cccc(OC2=NS(=O)(=O)c3ccccc32)c1	42.1	103.0	102.0	99.0	-3.0	98.0	99.8	100.0	-5.0	103.0	-4.7
45	O/N=C1/CCc2cccc3cccc1c23	-2.7	97.0	99.0	99.0	-1.0	98.0	97.3	101.0	7.5	100.0	.
46	CC1CCN(C(=O)COC(=O)c2cc(Cl)cc(Cl)c2N)CC1	9.1	98.0	97.0	96.0	-2.0	96.0	101.4	98.0	1.0	99.0	.
47	Cc1ccc(OCCSCc2nnc(NC(=O)Nc3cccc(Cl)c3)s2)cc1	3.5	105.0	103.0	102.0	-6.0	102.0	104.2	101.0	-14.7	95.0	8.9
48	CC(C)Sc1ccc(C(=O)Nc2ccc(F)cc2F)cn1	4.0	98.0	95.0	96.0	3.0	98.0	101.4	97.0	-48.7	100.0	4.8
49	COCC(C)NC(=O)c1oc2c(c1C)C1(CCC2)SCCS1 (stereo not given)	6.3	102.0	98.0	101.0	-6.0	99.0	109.9	101.0	-5.1	100.0	-19.0
50	Cc1sc(NC(=O)COc2cccc(-n3cnnn3)c2)c(C#N)c1C	5.1	102.0	100.0	100.0	0.0	100.0	89.1	98.0	-45.6	94.0	.
51	COc1ccc(NC(=O)CCCN2C(=O)CCC2=O)cc1Cl	-19.8	100.0	100.0	100.0	-2.0	97.0	100.6	100.0	-7.8	100.0	-12.4
52	O=C(c1ccc(F)cc1)N1CCCC(c2ccccc2)C1 (stereo not given)	8.5	97.0	93.0	95.0	1.0	92.0	103.4	100.0	-10.2	106.0	-6.3
53	O=C1OC(Nc2ccc3c(c2)OCO3)c2ccccc21 (stereo not given)	9.3	100.0	98.0	96.0	8.0	95.0	96.6	98.0	-23.4	98.0	-7.6
54	Cc1ccc2[nH]c3c(=O)n(CCCN4CCOCC4)cnc3c2c1	-10.9	100.0	97.0	95.0	-3.0	96.0	101.3	95.0	-2.8	96.0	.
55	CC(C)CCOc1ccc(-c2c(=O)n(OCc3ccc([N+](=O)[O-])cc3)c3ccccc3[n+]2[O-])cc1	12.0	102.0	104.0	100.0	-2.0	102.0	99.4	101.0	-14.7	99.0	.
